Kir21 block = Kir2.1 (mouse) channel inhibition | P35561 | HEK293-Kir2.1, FluxOR thallium flux fluorescence; stronger effect = lower value | B-score at 10 µM | 310,000 compounds, 0.85% hits;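 active = fluorescence ratio B-score at or below minus 3 SD of library scores, with starting-brightness B-score within 2 SD, cut at about -4.2 in these data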;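 note: channel flux triggered by added potassium and thallium sulfate stimulus; B-score of peak minus minimum fluorescence over baseline after thallium stimulus; more negative B-score means stronger Kir2.1 block with less thallium influx; some compounds called inactive have numbers as strong as hits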
Target sequence (P35561 whole entry, looked up): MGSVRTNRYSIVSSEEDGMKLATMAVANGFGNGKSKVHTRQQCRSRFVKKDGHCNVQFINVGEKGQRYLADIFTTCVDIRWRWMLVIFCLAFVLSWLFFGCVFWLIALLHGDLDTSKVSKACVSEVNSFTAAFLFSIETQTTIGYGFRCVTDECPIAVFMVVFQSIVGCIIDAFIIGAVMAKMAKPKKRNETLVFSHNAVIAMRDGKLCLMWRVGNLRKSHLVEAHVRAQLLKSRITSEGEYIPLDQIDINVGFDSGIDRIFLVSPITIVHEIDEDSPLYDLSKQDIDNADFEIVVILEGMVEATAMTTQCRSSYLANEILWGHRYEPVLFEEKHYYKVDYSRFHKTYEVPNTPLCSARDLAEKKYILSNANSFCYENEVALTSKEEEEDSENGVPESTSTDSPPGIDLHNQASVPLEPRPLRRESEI
STK33 inh = human STK33 kinase inhibition; Q9BYT3; purified STK33, MBP phosphorylation, ADP-Glo luminescence; inhibition, % at 10 µM; 320,000 compounds, 0.073% hits; AID 2661;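 active = inhibition at or above 25%, using the most active replicate where run in duplicate; inactive = inhibition below 25%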
Target sequence (Q9BYT3 whole entry, looked up): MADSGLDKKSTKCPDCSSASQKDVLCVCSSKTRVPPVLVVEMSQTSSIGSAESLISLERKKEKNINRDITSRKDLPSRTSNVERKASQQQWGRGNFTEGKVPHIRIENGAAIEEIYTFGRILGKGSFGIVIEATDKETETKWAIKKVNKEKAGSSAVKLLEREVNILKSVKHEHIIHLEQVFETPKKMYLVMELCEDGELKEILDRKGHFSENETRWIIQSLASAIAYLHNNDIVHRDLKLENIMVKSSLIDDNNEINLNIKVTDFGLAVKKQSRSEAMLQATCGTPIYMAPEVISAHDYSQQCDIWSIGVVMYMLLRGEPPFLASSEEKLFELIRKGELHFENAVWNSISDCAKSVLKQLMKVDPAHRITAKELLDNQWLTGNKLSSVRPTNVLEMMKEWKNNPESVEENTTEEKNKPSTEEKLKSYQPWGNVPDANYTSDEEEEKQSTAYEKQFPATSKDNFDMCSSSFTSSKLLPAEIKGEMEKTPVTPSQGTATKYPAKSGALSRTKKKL
* marks the source's active call; other numbers are inactive results; . = not tested or not shown; & = joins results of further samples.

structure	STK33 inh	Kir21 block
CSc1ccccc1C(=O)Nc1ccc2c(c1)CCC2	1.5	1.64
COc1ccc(N2CCN(C(=O)c3ccc(Cl)c(S(=O)(=O)N4CCCC4)c3)CC2)cc1	-0.7	-1.2
CN1C(=O)C2(C(C#N)=C(N)Oc3n[nH]c(-c4ccc(Cl)cc4)c32)c2ccccc21 (stereo not given)	1.0	-1.53
Cc1c(NC(=O)c2cc(C(C)C)on2)c(=O)n(-c2ccccc2)n1C	-2.0	-0.14
Cc1ccc(-c2cc3onc(-c4ccccc4)c3c(=O)n2C)cc1	-0.1	.
CCN1CNC(=S)N(c2cc(C)ccc2C)C1	-0.2	0.25
COc1ccc(-c2nnc(SC(C)C(=O)NC3CC3)o2)cc1 (stereo not given)	-0.1	.
COc1ccc(CCNC(=O)CSc2nc3[nH]ncc3c(=O)n2-c2cccc(C(F)(F)F)c2)cc1OC	-1.3	-1.2

Next section.
structure	STK33 inh	Kir21 block
COc1ccc(OC)c(-n2c(=S)[nH]c3cc(C(=O)N4CCN(c5ccccc5)CC4)ccc3c2=O)c1	-0.9	0.02
O=C(CSc1n[nH]c(-c2cccnc2)n1)Nc1ccc([N+](=O)[O-])cc1Br	3.4	-0.03
N#Cc1cccc(NC(=O)COC(=O)C2CCC2)c1	-0.8	-0.15
Cc1cc(C(=O)NC2CCCc3c2cnn3-c2ccc(C)c(C)c2)n(C)n1 (stereo not given)	-1.2	0.38
O=C(Cc1c(O)c2ccccc2oc1=O)c1ccc(F)cc1	-2.1	.
O=C1NC(=O)C(c2ccc(F)cc2)N1 (stereo not given)	0.0	2.33
Cc1cc(=O)n2nc(N3CCC(C(=O)NC(C)c4ccccc4)CC3)sc2n1 (stereo not given)	-0.4	-2.58
O=C(CCc1ccc(S(=O)(=O)N2CCOCC2)cc1)N1CCCC1	2.6	-1.66

Carrying on.
structure	STK33 inh	Kir21 block
COc1ccc(N2CCN(C(=O)CSc3nnc4c5cc(C)ccc5n(C)c4n3)CC2)cc1	-1.6	1.01
COc1ccc(N(C(=O)c2snc(C(N)=O)c2N)C(C(=O)NCc2ccc(F)cc2)c2ccc(O)cc2)cc1 (stereo not given)	-0.7	-1.51
CCCCCCCCCCCC1=C(O)C(=O)C=C(O)C1=O	-1.2	-1.42
Cc1ccccc1NC(=S)NC12CN3CN(CN(C3)C1)C2	-0.7	-0.77
c1ccc2[nH]c(CN3CCN(c4ncnc5c4oc4ccccc45)CC3)nc2c1	0.2	.
C/C(=N\NC(=O)C(=O)Nc1ccc(C)c(Cl)c1)c1ccncc1	-0.5	-2.55
O=C(Nc1nnc(-c2ccccc2SCc2ccccc2F)s1)Nc1ccccc1F	-2.3	0.28
CSc1cccc(NC(=O)COc2ccccc2)c1	-0.6	.

The list goes on.
structure	STK33 inh	Kir21 block
COC(=O)c1ccc(NC(=O)Nc2ccc(F)cc2F)cc1	-1.7	0.12
C=CCOc1ccc(CNn2cn[nH]c2=S)cc1OC	0.9	-1.41
O=C(NCCn1cc(SCc2ccccc2F)c2ccccc21)c1c(F)cccc1F	1.0	0.09
O=C(CCC1CCCNC1)c1ccccc1 (stereo not given)	-0.1	1.96
Cn1c(=O)c2[nH]c(-c3ccccc3Cl)c(O)c2n(C)c1=O	.	0.05
CC(=O)Nc1cccc(OCc2ccc(F)cc2)c1	-0.7	0.03
C[C@@H]1CN([C@@H](C)CO)C(=O)c2cc(NC(=O)Nc3ccccc3)ccc2O[C@H]1CN(C)C(=O)Nc1cccc2ccccc12	-0.9	.
CCOc1ccccc1C(=O)NCC(=O)NC(C)c1ccc(-n2ccnc2)cc1 (stereo not given)	0.3	-1.34

(next part)
structure	STK33 inh	Kir21 block
COc1ccc2c3c(cccc13)C(=O)N(O)C2=O	0.7	-0.33
O=C(COC(=O)/C=C/c1ccc(C(F)(F)F)cc1)NC1CCS(=O)(=O)C1 (stereo not given)	-0.2	-2.32
COc1ccc(/C=C2\SC(=O)N(CC(=O)NN3CCN(C)CC3)C2=O)cc1OC	-0.8	-1.73
O=C(COc1ccccc1)NNc1nc2c(F)cccc2s1	-0.7	-0.4
O=C(COc1ccc2c3c(c(=O)oc2c1)CCCC3)NCCCN1CCCC1=O	-3.0	0.08
O=S(=O)(CCOc1ccccc1)c1nc2ccccc2[nH]1	-2.2	0.25
C=CCc1c(C)nc(N2CCSCC2)[nH]c1=O	-2.6	-0.34
CC1CCCN(Cc2c(O)ccc3c(=O)c(-c4nc5ccccc5s4)c(N)oc23)C1 (stereo not given)	9.5	0.64

Going on with the list:
structure	STK33 inh	Kir21 block
CNC(=O)c1nnc(Cc2ccc(Cl)cc2)o1	-0.3	-1.11
COCC(=O)Nc1ccc(OCc2ccccc2)cc1	-1.5	1.78
FC(F)Sc1nc2ccccc2[nH]1	-1.8	0.39
COc1ccc(CC(=O)N2CCN(C(=O)c3ccco3)CC2)cc1	-1.3	0.06
Cc1c(Cl)cccc1NC(=S)N(Cc1ccco1)C(C)c1ccccn1 (stereo not given)	-2.7	-0.77
COCCN(C(=O)CCC(=O)Nc1ccccn1)C(C(=O)NC(C)(C)C)c1ccc(OC)cc1 (stereo not given)	1.3	-0.08
OCCC1CN(Cc2c(F)cccc2Cl)CCN1C1CCCC1 (stereo not given)	0.5	-1.05
O=C(CCCN1C(=O)CCC1=O)Nc1ccc2c(c1)OCCO2	0.9	-0.97

Ordered by value in STK33 inh (low to high): 3 of the compounds above.
structure	STK33 inh	Kir21 block
CNC(=O)c1nnc(Cc2ccc(Cl)cc2)o1	-0.3	-1.11
O=C(CCCN1C(=O)CCC1=O)Nc1ccc2c(c1)OCCO2	0.9	-0.97
COCCN(C(=O)CCC(=O)Nc1ccccn1)C(C(=O)NC(C)(C)C)c1ccc(OC)cc1 (stereo not given)	1.3	-0.08

Remaining list, next part.
structure	STK33 inh	Kir21 block
N/C(=N\OC(=O)c1ccc(Cl)c([N+](=O)[O-])c1)c1ccccn1	-0.8	-0.46
CCc1ccc(-n2c(C)n[nH]c2=S)cc1	3.0	-0.9
COc1ccc(OCC(=O)Nc2ccc3c(c2)nc2n3CCSC2)cc1	0.2	-0.04
CCOC(=O)c1cnc(-c2ccccc2O)nc1Cl	0.1	-1.66
CCn1cc(C(=O)O)c(=O)c2cc(S(=O)(=O)N(C)C)ccc21	-2.5	0.17
O=C(CCSCCC(=O)N1CCCC1)N1CCCC1	-0.8	-1.15
CN1CCN(C(=O)c2cc(Cl)cc(Cl)c2NC(=O)c2ccco2)CC1	-1.9	0.93
CCOC(=O)c1c(NC(=O)/C=C/C(=O)O)sc(C)c1-c1ccc(C)c(C)c1	2.4	-0.33

(cont.)
structure	STK33 inh	Kir21 block
COCCN(CCOC)C(=S)Nc1ccccc1Cl	-0.8	-0.08
Cc1nc2c(C)cccc2c(SC(=N)N)c1CC=C(Cl)Cl	-0.1	-0.41
CC(O)CNc1nc2c(c(=O)n(Cc3ccc(Cl)cc3)c(=O)n2C)n1C (stereo not given)	-1.4	0.55
Cc1cccc(NC(=O)C2CCCN(C(=O)Nc3ccc(F)cc3)C2)c1 (stereo not given)	0.6	-0.09
Fc1ccc(-c2cn3ccccc3n2)cc1	-0.1	0.1
CCOC(=O)C1CCN(S(=O)(=O)c2ccc3c(c2)CC(C)N3C(=O)C2CCC2)CC1 (stereo not given)	-4.3	0.34
COC(=O)c1ccc(N)cc1O	-1.9	-0.04
Cc1cc(C)nc(SC2CCOC2=O)n1 (stereo not given)	-0.5	-2.16

(further entries)
structure	STK33 inh	Kir21 block
C=CCN1C(=O)C(CC(=O)Nc2ccc(OC)cc2)SC1=Nc1ccc(S(N)(=O)=O)cc1 (stereo not given)	-2.2	-2.74
O=C(NC1CCCCC1)C(c1ccncc1)N(C(=O)Cn1nnc(-c2cccs2)n1)C1CCCC1 (stereo not given)	0.3	.
COc1ccc(N2CC(C(=O)NCCc3ccc(Cl)cc3)CC2=O)cc1 (stereo not given)	-0.5	-1.27
O=C1CC2(CCN(C(=O)c3ccc(F)c(F)c3)CC2)Oc2ccccc21	0.1	0.84
Cc1ccc(C)c(N2CCN(C(=O)c3ccc(NC4=NC5CS(=O)(=O)CC5S4)cc3)CC2)c1 (stereo not given)	0.2	-2.47
COc1ccc(N2CCCn3c2nc2c3c(=O)n(Cc3ccccc3)c(=O)n2C)c(OC)c1	-1.0	2.69
O=C(O)Cc1sc(Nc2ccc(Cl)cc2)nc1-c1cccs1	.	-0.28
COc1ccccc1-c1nnc(SCC(=O)O)n1C	-1.9	-0.02

(more compounds)
structure	STK33 inh	Kir21 block
Cc1cc(C)nc(Nc2cccc(Cl)c2)n1	1.0	-0.87
CCCC(c1nnnn1Cc1ccccc1)N1CCC(C(N)=O)CC1 (stereo not given)	1.8	0.53
COc1ccccc1N1CCN(S(=O)(=O)CC23CCC(CC2=O)C3(C)C)CC1 (stereo not given)	-1.0	0.84
O=C1NCCn2ccc(=O)cc21	-1.5	-1.64
O=C(c1ccsc1)N1CCCC(Nc2ccc(F)c(F)c2)C1 (stereo not given)	-2.2	-1.92
C/C(=N\NC(=O)CNc1cccc2ccccc12)c1ccccc1	-1.2	-0.72
COc1cc(OC)cc(C(=O)NCCc2ccc(OC)c(OC)c2)c1	0.7	-0.16
CC(NC(=O)C1CCC1)c1ccc(Br)cc1 (stereo not given)	-0.8	-0.27

(more compounds)
structure	STK33 inh	Kir21 block
CC(=O)OCCCNc1cc(Sc2nc3ccccc3s2)c2nonc2c1[N+](=O)[O-]	-0.3	1.58
Cc1ccc(NC(=O)N/C=C/c2ccco2)c(C)c1	0.5	-0.46
O=C(Cc1c[nH]c2ccccc12)Nc1ccc(N2CCOCC2)cc1	-0.1	1.02
O=C(COc1ccc(CO)cc1Cl)Nc1ccc(F)cc1	-3.1	-0.1
COc1cccc(S(=O)(=O)NCc2ccc(C(=O)Nc3cccc(Cl)c3)cc2)c1	-2.7	0.42
Cc1cccc(N2CCN(C(=O)CSc3nnnn3C3CC3)CC2)c1C	0.7	.
COC(=O)CCC(=O)Nc1ccccc1C(=O)Nc1ccccc1	-2.5	-1.08
COc1ccc(OC(=O)N2CCOCC2)cc1	-2.1	-1.29

The list goes on:
structure	STK33 inh	Kir21 block
S=c1[nH]nc(C2CCCCC2)n1/N=C/c1ccccn1	0.5	1.57
COc1cc(/C=C2\N=C(c3ccccc3)OC2=O)ccc1OC(C)=O	-0.6	0
Cc1ccc(CN2CCN(Cc3ccccc3C(F)(F)F)CC2)cc1	-1.5	-4.55*
CC(=O)c1ccc(NC(=S)N(Cc2ccccc2)C(C)C2CC2)cc1 (stereo not given)	1.0	-1.04
CCOC(=O)N1CC=C2C(C#N)=C(N)C(C#N)(C#N)[C@H](c3cccs3)C2C1 (stereo not given in full)	2.0	-0.88
CSc1ncccc1C(=O)OCC(=O)c1ccc(Br)s1	0.6	0.12
COc1ccc(N(Cc2cc(=O)[nH]c3ccccc23)C(=O)c2ccco2)cc1	-0.2	-0.9
CCCCS(=O)(=O)NC1=NCN(CCOC(=O)c2ccccc2)CN1	0.6	-0.07

(cont.)
structure	STK33 inh	Kir21 block
COc1ccccc1C(c1nnnn1Cc1ccco1)N1CCN(c2cccc(C)c2C)CC1 (stereo not given)	0.9	-0.94
O=C(CN1CCC(n2nnc3cc(C(F)(F)F)ccc32)CC1)NNC(=O)c1ccco1	0.2	0.89
CCOc1ccc(NC(=O)CN2CCN(CC(=O)Nc3ccc(C(=O)OC)cc3)CC2)cc1	-1.9	0.8
CC(C)c1ccc(Nc2nnc(SCC(=O)NCC3CCCO3)s2)cc1 (stereo not given)	-3.3	.
O=C1CSC(=S)N1Cc1cccnc1	-0.7	2.93
CCCOc1ccc(NC(=O)C2CC(=O)N(C)C(=Nc3cccc(OC)c3)S2)cc1 (stereo not given)	-0.4	1.31
COc1ccccc1C(=O)Nc1ccc(S(=O)(=O)N2CCCC2)cc1	4.0	-0.01
CCCC(=O)c1ccc(N2CCN(C(=O)c3cccs3)CC2)c(F)c1	-3.3	0.37

Next part
structure	STK33 inh	Kir21 block
N[C@@H](CO)c1cn([C@@H](Cc2cc3ccccc3[nH]2)C(=O)N2CCNCC2)nn1	-0.9	1.61
Cc1cccc(NC(=O)COc2ccc(Br)cc2C)n1	-0.8	1.84
Cc1ccc(NS(=O)(=O)c2ccc(C)c(C(=O)N3CCOCC3)c2)cc1	-1.7	1.83
C=CCn1c(-c2cccnc2Cl)nc2ccccc21	-0.1	1.12
CNc1nc(NC)nc(-n2c(C(F)(F)F)nc3ccccc32)n1	4.5	2.25
COc1ccc(N2CCN(C3CCCN(Cc4ccccc4OCCO)C3)CC2)cc1 (stereo not given)	0.1	2.01
COc1ccc(-c2c(-c3cc(OC)cc(OC)c3)n(C)c3ccc(-c4ccc(S(N)(=O)=O)cc4)cc23)cc1	0.1	.
COc1cc(/C=N/NS(=O)(=O)c2ccc(Br)cc2)ccc1O	1.3	-0.07

Molecules above with a COOH group, in the order listed:
structure	STK33 inh	Kir21 block
CCn1cc(C(=O)O)c(=O)c2cc(S(=O)(=O)N(C)C)ccc21	-2.5	0.17
CCOC(=O)c1c(NC(=O)/C=C/C(=O)O)sc(C)c1-c1ccc(C)c(C)c1	2.4	-0.33
O=C(O)Cc1sc(Nc2ccc(Cl)cc2)nc1-c1cccs1	.	-0.28
COc1ccccc1-c1nnc(SCC(=O)O)n1C	-1.9	-0.02

Later entries
structure	STK33 inh	Kir21 block
CN1CCN(c2nc3c(c(=O)n(C)c(=O)n3C)n2Cc2ccccc2Cl)CC1	-0.6	0.78
CCOC(=O)c1c(CN2CCCCC2)oc2ccc(OC)cc12	1.8&-0.8	-1.53&-2.6
COCCn1c(SC(C(=O)Nc2cc(C)ccc2OC)c2ccccc2)nnc1-c1ccc(Cl)cc1 (stereo not given)	-0.7	0.69
COCCN(C(=O)C1CC1)c1nnc(-c2cccc(C)c2)s1	0.4	-0.59
CC(C)OCCCNc1ncnc2c1nc1n2CCCC1	-0.1	-2.22
CCOC(=O)Cc1csc(SCC(=O)Nc2cccc(C#N)c2)n1	-0.9	-0.02
O=C(CCS(=O)(=O)c1cccc2nonc12)N1CCCc2ccccc21	-1.0	-1.57

Screening results: PubChem BioAssay, several laboratories
